High-throughput results (PubChem BioAssay)
GASC1 inh: blocks human GASC-1 (KDM4C) demethylase activity; Q9H3R0; hit rate 0.15% among 96,000; AID 720574; GST-KDM4C 2-372, H3K9me3 peptide, LANCE TR-FRET; inhibition, % at 12.5 µM;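 active = mean replicate inhibition above about 25%, with at least 55% of replicates also reaching it, limit read from the data, passing the limit was not always enough; inconclusive = only one of those two conditions met; inactive = neither condition met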
Target sequence (Q9H3R0 2-372 limits assumed): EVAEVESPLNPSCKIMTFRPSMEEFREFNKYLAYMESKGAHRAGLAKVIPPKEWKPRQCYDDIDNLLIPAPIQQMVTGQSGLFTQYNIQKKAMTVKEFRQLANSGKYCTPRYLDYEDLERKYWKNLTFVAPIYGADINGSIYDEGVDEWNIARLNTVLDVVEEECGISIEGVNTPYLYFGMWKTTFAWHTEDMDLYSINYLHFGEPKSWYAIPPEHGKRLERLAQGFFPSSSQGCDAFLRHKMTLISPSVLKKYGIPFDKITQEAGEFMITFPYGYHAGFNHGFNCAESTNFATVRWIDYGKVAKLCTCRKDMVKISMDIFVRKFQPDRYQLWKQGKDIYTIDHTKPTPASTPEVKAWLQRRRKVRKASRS
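Material: N-terminal GST-fused human GASC-1 (KDM4C) fragment, residues 2-372. Input: 10 nM enzyme. Incubation: enzyme reaction 30 min, then detection 60 min, both room temperature. Doses: one test concentration per compound. Read-out basis: inhibition from TR-FRET ratio decrease. Detection: LANCE TR-FRET, excitation 340 nm, emissions 618 and 671 nm.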
C diff HTS: C. difficile growth inhibition | Clostridium difficile clinical isolate growth, OD600, 24 h; stronger effect = lower value | growth activity, negative = inhibition, % at 16 µg/mL (by protocol) | hit rate 0.25% among 86,000 | AID 1259249;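 active = mean growth activity at or below -80% and every replicate also at or below -80%; inconclusive = mean at or below -80% but some replicate above -80%; inactive = mean growth activity above -80%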;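 also: 0% = DMSO wells and -100% = levofloxacin 16 µg/mL wells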
Tcruzi prolif: T. cruzi proliferation inhibition. T. cruzi beta-gal in NIH3T3, GalScreen luminescence, 90 h. inhibition, % at 8.34 µM. hit rate 5.9% among 77,000. AID 624255;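 active = mean inhibition above about 93%, with at least 55% of replicates each passing it, limit read from the data, passing the limit was not always enough; inconclusive = only one of those two conditions holds; inactive = neither condition holds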
Pf Dd2 growth: inhibitors of Plasmodium falciparum Dd2 growth. P. falciparum Dd2 growth, SYBR Green, 72 h; stronger effect = lower value. activity change, % at 10 µM. hit rate 2.3% among 94,000. AID 1159554; in the data active = activity change below about -80%; inconclusive = no clear call, values can overlap the other calls
* = called active by the depositor; ? = inconclusive; . = not tested or not shown; & = joins results of further samples.

SMILES	GASC1 inh	C diff HTS	Tcruzi prolif	Pf Dd2 growth
C[C@H](CO)N1C[C@H](C)[C@@H](CN(C)C(=O)NC2CCCCC2)Oc2ncc(C#CCN(C)C)cc2C1=O	1.5	.	43	28
CCCNC(=O)Nc1ccc2c(c1)C(=O)N(C)[C@@H]1CC[C@H](CC(=O)OC)O[C@@H]1CO2	2.6	-1	19	0
CC(C)CC#Cc1cnc2c(c1)C(=O)N([C@@H](C)CO)C[C@@H](C)[C@H](CN(C)CC1CCOCC1)O2	1.6	8	42	-2
O=C(NCC[C@H]1CC[C@H](NS(=O)(=O)Cc2ccccc2)[C@@H](CO)O1)C1CCOCC1	-0.1	-6	58	6
CS(=O)(=O)Nc1ccc2c(c1)[C@H]1C[C@@H](CC(=O)NCC(F)(F)F)O[C@H](CO)[C@H]1O2	3.4	-1	.	25
CO[C@@H]1CC[C@H]2CCOc3ccc(C#N)cc3C(=O)N(C)CCCC(=O)N(C)C[C@H]1O2	-0.9	2	13	.
CN1CCN(C(=O)C[C@H]2CC[C@H]3[C@@H](COC[C@@H](O)CN3C(=O)C3CC3)O2)CC1	0.9	3	0	2
O=C(c1cccc(F)c1)N1CC2(C1)[C@H](c1ccccc1)[C@H](CO)N2C(=O)C1CCCCC1	3.4	-5	.	7
COc1ccc(NC(=O)N(C)C[C@@H]2Oc3c(NC(=O)C4CC4)cccc3C(=O)N([C@@H](C)CO)C[C@@H]2C)cc1	-0.4	-2	0	33
C[C@@H]1CN([C@H](C)CO)C(=O)Cc2cc(NC(=O)C3CCCCC3)ccc2O[C@@H]1CN(C)S(=O)(=O)c1ccccc1	-1.1	5	59	17
COc1ccc(CN(C)C[C@@H]2OCCCC[C@@H](C)Oc3ccc(NC(=O)Cc4ccccc4)cc3C(=O)N([C@H](C)CO)C[C@@H]2C)cc1	2.9	1	-88	-63
COc1ccccc1CN1[C@H](CO)[C@H]2c3ccccc3N(C(=O)C3CCOCC3)C[C@H]21	-0.5	-2	67	10
C[C@@H]1CN([C@@H](C)CO)C(=O)c2cc(C3=CCCCC3)cnc2O[C@@H]1CN(C)C(=O)Nc1cccc(F)c1	-3.5	3	17	21
O=C(Nc1ccc(Cl)c(Cl)c1)N[C@@H]1CC[C@@H](CCn2cc(C3CCCCC3)nn2)O[C@@H]1CO	-0.5	.	20	-87*
O=C(NC1CCCCC1)[C@H]1[C@H](CO)[C@H]2Cn3c(cccc3=O)[C@@H]1N2CC1CCCC1	-1.7	54	.	3
O=C(Nc1ccc(F)cc1)N1[C@@H]2CNC[C@H]1C2c1ccc(-c2ccccc2)cc1 (some centres undefined)	-0.2&3.8	59&-10	.	20&26
C[C@@H]1CN([C@H](C)CO)C(=O)c2cccc(NC(=O)C3CC3)c2O[C@@H]1CN(C)Cc1ccncc1	-2.7	0	53	20
CC(C)NC(=O)N(C)C[C@H]1Oc2ccc(NC(=O)Nc3cccc4ccccc34)cc2CC(=O)N([C@@H](C)CO)C[C@@H]1C	1.1	-2	12	-9
COc1ccc(S(=O)(=O)N(C)C[C@@H]2OCCCC[C@H](C)Oc3ccc(NS(=O)(=O)c4ccc(Cl)cc4)cc3C(=O)N([C@H](C)CO)C[C@H]2C)cc1	0.1	-6	.	-79
C[C@H](CO)N1C[C@H](C)[C@@H](CN(C)S(=O)(=O)c2cccs2)OCCCC[C@H](C)Oc2ccc(NS(=O)(=O)c3cn(C)cn3)cc2C1=O	-0.2	3	.	-2

Entries listed above that bear a hit mark in Pf Dd2 growth.
structure	GASC1 inh	Pf Dd2 growth
O=C(Nc1ccc(Cl)c(Cl)c1)N[C@@H]1CC[C@@H](CCn2cc(C3CCCCC3)nn2)O[C@@H]1CO	-0.5	-87*

Additional records.
SMILES	GASC1 inh	C diff HTS	Tcruzi prolif	Pf Dd2 growth
CC(C)NC(=O)N[C@@H]1C=C[C@H](CC(=O)N2CCCCC2)O[C@@H]1CO	-1.2	.	-23	5
O=C(C1CCC1)N1CC(=O)N2[C@H](CO)[C@@H](c3ccc(C#Cc4cccc(F)c4)cc3)[C@@H]2C1	-1.5	2	.	-33
CCCNC(=O)C[C@@H]1CC[C@@H]2[C@H](COc3ccc(NC(=O)c4cscn4)cc3C(=O)N2C)O1	0.4	3	20	2
C[C@@H]1CCCCO[C@H](CN(C)C(=O)Nc2ccc3c(c2)OCO3)[C@H](C)CN([C@@H](C)CO)C(=O)c2cc(NS(=O)(=O)c3ccc(Cl)cc3)ccc2O1	.	2	?	-58
COc1ccc(-c2ccc([C@H]3[C@@H](C#N)N(C(=O)C4CCCC4)[C@@H]3CO)cc2)cc1	-1.8	10	106*	-45
C[C@@H]1CN([C@H](C)CO)C(=O)CCCn2cc(nn2)CO[C@@H]1CN(C)C(=O)Nc1ccc2c(c1)OCCO2	0.8	2	-19	29
C[C@@H]1CN([C@H](C)CO)C(=O)c2cc(NS(C)(=O)=O)ccc2O[C@H]1CN(C)Cc1ccncc1	-0.4	2	23	0
CNC[C@H]1Oc2ncc(-c3ccc(C#N)cc3)cc2C(=O)N([C@@H](C)CO)C[C@H]1C	-2.8	0	-29	6
C[C@H](CO)N1C[C@H](C)[C@H](CN(C)S(=O)(=O)c2ccccc2)OCCCC[C@H](C)Oc2ccc(NC(=O)Nc3ccc(C(F)(F)F)cc3)cc2C1=O	-0.4	6	104*	-57
C[C@H]1CN([C@@H](C)CO)C(=O)c2cc(C3=CCCCC3)cnc2O[C@@H]1CN(C)CC1CCCC1	.	6	.	-47
COCC(=O)Nc1ccc2c(c1)OC[C@@H](C)N(C(=O)c1ccncc1)C[C@@H](C)[C@@H](OC)CN(C)C2=O	-0.7	.	-30	8
C[C@H]1CN([C@@H](C)CO)C(=O)Cc2cc(NC(=O)Nc3cccc4ccccc34)ccc2O[C@@H]1CN(C)C(=O)Nc1cccc2ccccc12	-0.2	-6	6	-5
O=C(C[C@@H]1C=C[C@@H](NC(=O)c2ccccc2)[C@@H](CO)O1)Nc1ccc(-c2ccccc2)cc1	0.1	1	1	-9
Cc1noc(C)c1S(=O)(=O)N(C)C[C@H]1OCCCC[C@H](C)Oc2ccc(NS(=O)(=O)c3ccc(Cl)cc3)cc2C(=O)N([C@H](C)CO)C[C@@H]1C	1.5	-4	74	-31
O=C(NC1CCC1)[C@H]1[C@H](CO)[C@H]2Cn3c(ccc(C4=CCCC4)c3=O)[C@H]2N1C(=O)C1CCC1	1.6	-1	.	37
CCCC#Cc1cnc2c(c1)C(=O)N([C@H](C)CO)C[C@H](C)[C@H](CN(C)C(=O)CN1CCOCC1)O2	-0.2	-2	5	33
COc1cccc(S(=O)(=O)N2CCCCN3[C@H](C2)[C@H](c2ccc(C#CC4CC4)cc2)[C@@H]3CO)c1	-0.9	34	72	-22
C[C@H]1CN([C@@H](C)CO)C(=O)c2cc(C#Cc3cccc(F)c3)cnc2O[C@@H]1CN(C)CC1CCOCC1	0.5	-6	-10	-9
C[C@H]1CN([C@@H](C)CO)C(=O)Cc2cc(NC(=O)Nc3ccccc3)ccc2O[C@H]1CN(C)Cc1ccccc1	0.0	10	21	-10
C[C@H]1CN([C@@H](C)CO)S(=O)(=O)c2ccc(Br)cc2O[C@H]1CN(C)C(=O)C1CCCCC1	-0.9	14	17	-22

Arranged by length of the SMILES (high to low): 3 of the compounds above
SMILES	GASC1 inh	C diff HTS	Tcruzi prolif	Pf Dd2 growth
O=C(NC1CCC1)[C@H]1[C@H](CO)[C@H]2Cn3c(ccc(C4=CCCC4)c3=O)[C@H]2N1C(=O)C1CCC1	1.6	-1	.	37
C[C@H]1CN([C@@H](C)CO)C(=O)Cc2cc(NC(=O)Nc3ccccc3)ccc2O[C@H]1CN(C)Cc1ccccc1	0.0	10	21	-10
COc1cccc(S(=O)(=O)N2CCCCN3[C@H](C2)[C@H](c2ccc(C#CC4CC4)cc2)[C@@H]3CO)c1	-0.9	34	72	-22

(further entries)
SMILES	GASC1 inh	C diff HTS	Tcruzi prolif	Pf Dd2 growth
C[C@H]1CCCCO[C@@H](CN(C)C(=O)Nc2ccccc2)[C@@H](C)CN([C@@H](C)CO)C(=O)c2cc(NC(=O)Nc3ccc(F)cc3)ccc2O1	1.6	.	52	-18
CO[C@@H]1CN(C)C(=O)c2cc(NC(C)=O)ccc2OC[C@H](C)N(Cc2cc(F)ccc2F)C[C@@H]1C	1.1	.	-25	3
O=C(C[C@@H]1CC[C@@H]2[C@H](COC[C@H](O)CN2S(=O)(=O)c2ccccc2Cl)O1)N1CCC(Cc2ccccc2)CC1	0.1	-3	45	-15
C[C@@H]1CN([C@H](C)CO)S(=O)(=O)c2ccc(-c3ccc(F)cc3)cc2O[C@@H]1CN(C)C(=O)C1CCC1	0.8	.	63	-33
C[C@@H]1CN([C@H](C)CO)C(=O)c2cc(C#CC3(O)CCCC3)cnc2O[C@H]1CN(C)C(=O)Nc1ccc2c(c1)OCO2	-0.6	-1	.	-26
O=C(C[C@H]1CC[C@H]2[C@@H](COC[C@H](O)CN2Cc2ccc(F)cc2)O1)N1CCc2ccccc2C1	1.6	7	57	-17
Cc1ccc(S(=O)(=O)Nc2ccc3c(c2)CC(=O)N([C@H](C)CO)C[C@H](C)[C@@H](CN(C)C)O3)cc1	0.2	0	29	2
C[C@@H]1CN([C@@H](C)CO)C(=O)c2cc(NC(=O)Cc3ccccc3)ccc2O[C@H]1CN(C)S(=O)(=O)c1ccc(Cl)cc1	-0.5	-1	13	-18
COc1cccc(C#Cc2ccc([C@@H]3[C@@H](CO)N(C(=O)C4CCOCC4)[C@H]3C#N)cc2)c1	-1.7	-1	76	-39
COc1ccc(CNC(=O)C[C@H]2CC[C@@H](NS(=O)(=O)c3cccc(OC)c3)[C@@H](CO)O2)cc1	-0.8	0	.	.
CCC(=O)N1[C@@H](CO)[C@@H](c2ccc(-c3ccc(F)cc3)cc2)[C@@H]1CNC(C)=O	-2.8	-5	-11	0
COc1ccccc1-c1ccc([C@@H]2[C@@H](C#N)N(C(=O)CN(C)C)[C@H]2CO)cc1	0.8	0	58	1
C[C@H](CO)N1C[C@H](C)[C@H](CN(C)Cc2ccc(-c3ccccc3)cc2)OCc2ccccc2-c2ccccc2C1=O	6.2	8	.	-87*
CC(C)NC(=O)Nc1ccc2c(c1)CC(=O)N([C@H](C)CO)C[C@@H](C)[C@@H](CN(C)Cc1ccc(Cl)c(Cl)c1)O2	1.2	19&10	.	-9
O=C(C[C@@H]1C[C@@H]2c3cc(NC(=O)c4cccnc4)ccc3O[C@@H]2[C@@H](CO)O1)NCCc1ccccc1	5.3	2	3	9
C[C@H](CO)N1C[C@H](C)[C@@H](CN(C)Cc2ccc(C(F)(F)F)cc2)OCCCC[C@H](C)Oc2ccc(NS(=O)(=O)c3cn(C)cn3)cc2C1=O	-1.2	0	12	-14
CCCNC(=O)N[C@@H]1C=C[C@@H](CC(=O)N2CCN(C)CC2)O[C@@H]1CO	0.8	.	-15	12
COc1ccccc1S(=O)(=O)N1CC[C@H]2[C@@H](CO)N(C)c3ccc(-c4ccc(C#N)cc4)cc3[C@H]21	-3.1	1	70	-1
O=C(c1ccc(F)cc1)N1CCCCN2[C@H](C1)[C@H](c1ccc(C#CC3(O)CCCC3)cc1)[C@@H]2CO	-1.5	-1	44	20
C[C@@H]1CN([C@@H](C)CO)C(=O)c2cc(C#CCN(C)C)cnc2O[C@@H]1CN(C)Cc1ccc2c(c1)OCO2	17	.	8	2

The last two entries of the section above lead into the next.
SMILES	GASC1 inh	C diff HTS	Tcruzi prolif	Pf Dd2 growth
O=C(c1ccc(F)cc1)N1CCCCN2[C@H](C1)[C@H](c1ccc(C#CC3(O)CCCC3)cc1)[C@@H]2CO	-1.5	-1	44	20
C[C@@H]1CN([C@@H](C)CO)C(=O)c2cc(C#CCN(C)C)cnc2O[C@@H]1CN(C)Cc1ccc2c(c1)OCO2	17	.	8	2
O=C(N[C@@H]1CC[C@@H](CCNC(=O)C2CCOCC2)O[C@@H]1CO)c1ccncc1	.	.	17	-6
C[C@H]1CN([C@@H](C)CO)C(=O)c2cc(NC(=O)CCCN(C)C)ccc2O[C@@H]1CN(C)Cc1ccncc1	0.2	3	33	17
Cc1ccc(S(=O)(=O)Nc2ccc3c(c2)C(=O)N([C@H](C)CO)C[C@@H](C)[C@@H](CN(C)C(=O)CCC(F)(F)F)OCCCC[C@H](C)O3)cc1	1.0	.	2	-6
Cc1noc(C)c1NC(=O)Nc1ccc2c(c1)CC(=O)N([C@@H](C)CO)C[C@H](C)[C@H](CN(C)S(=O)(=O)c1cn(C)cn1)O2	-0.2	-8	45	14
O=C(c1cccc(F)c1)N1CCCCN2[C@H](CO)[C@@H](c3ccc(-c4cncnc4)cc3)[C@@H]2C1	0.4	3	40	-32
O=C(Nc1cccc(F)c1)N1C[C@@H]2N[C@H](C1)C2c1ccc(-c2ccncc2)cc1 (some centres undefined)	-0.3&-1.3	5&-4	.	-48&-7
CC(C)CC#Cc1ccc2c(c1)O[C@@H](CN(C)C(=O)c1cnccn1)[C@H](C)CN([C@H](C)CO)S2(=O)=O	0.9	-5	.	3
COCC(=O)Nc1ccc2c(c1)OC[C@H](C)N(Cc1cccnc1)C[C@@H](C)[C@@H](OC)CN(C)C2=O	1.2	-2	-4	-2
